# Bioassay records deposited in PubChem BioAssay by National Center for Advancing Translational Sciences (NCATS).
# SW480 rerep – A quantitative high throughput screen for small molecules that induce DNA re-replication in SW480 colon adenocarcinoma cells. Potency, µM (titrated, usually from 46.1 µM), without a hit: at the top dose re-replication activation, hits mostly activators. hit rate 1.8% among 340,000. SW480 DNA re-replication, Hoechst DNA content imaging, 48 h; further: potency means the concentration at half of the fitted maximal effect; % of control where 0% means no effect; nearly all actives have a fitted effect of over 55% in size
#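 Per well, 250 cells were exposed to pinned compound for 48 hr. Nuclear DNA was visualised with Hoechst (40 min, 37 C) and total object intensity recorded by fluorescence scanning.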
# ATXN2 expr inh – Primary qHTS for Inhibitors of ATXN expression; HEK-293 ATXN2-luciferase reporter, luminescence, 24 h; Potency, µM (doses to about 57 µM), without a hit: at the top dose activity change, negative = inhibition, hits mostly inhibitors; AID 1745845, 2022; hit rate 0.72% among 360,000; further: potency means the concentration at half of the fitted maximal effect; on the % scale 0 is the no-effect control and ±100 the full control effect; nearly all actives have a fitted effect of over 55% in size
#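 qHTS (up to 57 uM final) was run with 24 h compound exposure of reporter cells at 37 °C. Each well was multiplexed: SteadyGlo luminescence measured ATXN2-luciferase expression after a fluorogenic Gly-Phe-AFC viability readout (25 uM final).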
# KB-3-1 cytotox – qHTS assay for MDR1-selective chemotherapeutics: Primary screen using the parental adenocarcinoma cell KB-3-1 | KB-3-1 viability, CellTiter-Glo ATP luminescence, 72 h | Potency, µM (series often up to 46.1 µM), for inactives: at the highest dose activity change, negative = cytotoxic, most hits filed as cytotoxic | hit rate 1.4% among 400,000 | AID 1347075, 2019; further: potency means the concentration at half of the fitted maximal effect; on the % scale 0 is the no-effect control and ±100 the full control effect; nearly all actives have a fitted effect of over 60% in size
#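 Parental KB-3-1 adenocarcinoma cells in phenol-red-free DMEM with 10% FBS were pin-treated with compounds at several concentrations, incubated 72 h at 37 °C, and viability read by CellTiter-Glo luminescence; concentration-effect curves were fitted after normalization.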
# IL1B secr inh – qHTS for Inhibitors of Inflammasome Signaling: IL-1-beta AlphaLISA Primary Screen. THP-1 LPS/ATP IL-1B secretion, AlphaLISA, 16 h; hits give low values. activity change, % at 57.5 µM. hit rate 4.7% among 360,000; in the data active means activity change below about -50%; inconclusive means mostly about -30% to -49%; further: on the % scale 0 is the no-effect control and ±100 the full control effect
#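 THP-1 cells pretreated 1 hr with compounds (up to 57.5 uM final), then stimulated with LPS (250 ng/mL final) plus ATP (1.25 mM final); secreted IL-1B measured by AlphaLISA after 16 hr, decreased signal indicating inhibition.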
# MCF10A rerep – A quantitative high throughput screen for small molecules that induce DNA re-replication in MCF 10a normal breast cells; MCF 10A DNA re-replication, Hoechst nuclear intensity, 48 h; Potency, µM (highest dose often 46.1 µM), for inactives: at the highest dose activity, positive = re-replication, most hits filed as activators; hit rate 2.9% among 350,000; AID 624296, 2012; further: potency means the concentration at half of the fitted maximal effect; % of control where 0% means no effect; nearly all actives have a fitted effect of over 50% in size
# HT1080 IDH1KD tx – qHTS for induction of synthetic lethality in tumor cells producing 2HG: qHTS for the HT-1080-IDH1KD cell line. HT-1080 IDH1 knockdown viability, ATP luminescence, 48 h. Potency, µM (highest dose often 46.1 µM), for the others: at the top dose activity, negative = toxicity, most hits filed as cytotoxic. hit rate 2% among 360,000. AID 686971, 2013;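 further: potency means the concentration at half of the fitted maximal effect; 0% = DMSO wells and -100% = cell-free medium wells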
#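 Using the IDH1-knockdown HT-1080 line run in the same batch and compound series as the NT line, viability after 48 h at 37 °C was determined by CellTiter-Glo luminescence and expressed as % activity.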
# WRN inhibitor – qHTS for Inhibitors of WRN Helicase | Bifunctional 3'-5' exonuclease/ATP-dependent helicase WRN (Homo sapiens), Q14191 | WRN helicase unwinding, fluorescent forked duplex, kinetic | Potency, µM (highest dose often 114 µM), without a hit: at the top dose activity change, negative = inhibition, hits mostly inhibitors | hit rate 0.46% among 360,000 | AID 651768, 2012; further: potency means the concentration at half of the fitted maximal effect; on the % scale 0 is the no-effect control and ±100 the full control effect; nearly all actives have a fitted effect of over 55% in size
# Target sequence (Q14191 whole entry, looked up): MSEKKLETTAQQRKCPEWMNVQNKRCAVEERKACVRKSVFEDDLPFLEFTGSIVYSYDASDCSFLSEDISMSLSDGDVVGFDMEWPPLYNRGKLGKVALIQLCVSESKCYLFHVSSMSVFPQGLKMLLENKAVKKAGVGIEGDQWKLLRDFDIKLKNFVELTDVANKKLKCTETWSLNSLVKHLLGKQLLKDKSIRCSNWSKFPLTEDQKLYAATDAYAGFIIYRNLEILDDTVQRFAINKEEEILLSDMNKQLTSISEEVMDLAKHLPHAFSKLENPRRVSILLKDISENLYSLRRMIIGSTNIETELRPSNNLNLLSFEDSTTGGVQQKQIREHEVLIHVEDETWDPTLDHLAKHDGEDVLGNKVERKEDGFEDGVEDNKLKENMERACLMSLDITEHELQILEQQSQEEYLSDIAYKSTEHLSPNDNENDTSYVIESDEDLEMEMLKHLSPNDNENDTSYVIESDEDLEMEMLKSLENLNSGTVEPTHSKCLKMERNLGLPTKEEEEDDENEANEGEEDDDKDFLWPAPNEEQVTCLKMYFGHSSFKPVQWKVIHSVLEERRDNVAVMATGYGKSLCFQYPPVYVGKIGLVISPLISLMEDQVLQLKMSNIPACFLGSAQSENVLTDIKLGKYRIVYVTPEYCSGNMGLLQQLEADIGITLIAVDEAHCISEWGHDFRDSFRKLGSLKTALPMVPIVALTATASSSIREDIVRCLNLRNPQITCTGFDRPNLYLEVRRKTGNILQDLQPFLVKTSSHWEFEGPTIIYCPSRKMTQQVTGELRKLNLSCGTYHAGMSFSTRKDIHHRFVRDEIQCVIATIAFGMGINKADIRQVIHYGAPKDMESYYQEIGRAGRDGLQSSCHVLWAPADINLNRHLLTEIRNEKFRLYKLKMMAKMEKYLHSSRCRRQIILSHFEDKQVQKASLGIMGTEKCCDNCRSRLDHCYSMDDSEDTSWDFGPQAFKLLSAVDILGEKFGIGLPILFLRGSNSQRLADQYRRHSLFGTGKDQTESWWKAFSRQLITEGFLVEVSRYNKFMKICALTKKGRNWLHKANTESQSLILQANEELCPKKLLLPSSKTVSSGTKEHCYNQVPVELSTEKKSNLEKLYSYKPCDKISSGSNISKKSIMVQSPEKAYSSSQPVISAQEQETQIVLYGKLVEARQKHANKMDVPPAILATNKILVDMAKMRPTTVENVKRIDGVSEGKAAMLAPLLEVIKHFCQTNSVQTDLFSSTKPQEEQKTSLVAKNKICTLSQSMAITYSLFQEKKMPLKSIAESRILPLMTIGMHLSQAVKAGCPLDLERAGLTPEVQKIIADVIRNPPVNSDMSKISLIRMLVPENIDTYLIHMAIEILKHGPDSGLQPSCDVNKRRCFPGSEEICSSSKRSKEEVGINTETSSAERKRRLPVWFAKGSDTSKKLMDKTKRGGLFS
#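 WRN at 20 nM final preincubated with compound 15 min at room temperature; reaction started with 100 nM fluorophore/quencher forked duplex oligonucleotide and 2 mM ATP final. Unwinding followed kinetically by red fluorescence (ex 525, em 598 nm).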
# KB-V1 MDR tox – qHTS assay for MDR1-selective chemotherapeutics: Primary screen using the drug-selected MDR subline cells KB-V1; hit rate 3.4% among 400,000; Potency, µM (top dose mostly 46.1 µM), for the others: at the top dose activity change, negative = cytotoxicity, actives largely listed as cytotoxic; AID 1347076, 2019; KB-V1 MDR cells viability, CellTiter-Glo, 72 h; further: potency means the concentration at half of the fitted maximal effect; on the % scale 0 is the no-effect control and ±100 the full control effect; nearly all actives have a fitted effect of over 60% in size
#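 Readout: CellTiter-Glo luminescence, 10 min after addition. Cells: KB-V1 MDR subline, 72 h at 37 degrees C with compound. Analysis: corrected, normalized data fitted to concentration-effect curves.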
# HT1080-NT tox – qHTS for induction of synthetic lethality in tumor cells producing 2HG: qHTS for the HT-1080-NT fibrosarcoma cell line. HT-1080-NT fibrosarcoma viability, CellTiter-Glo ATP luminescence, 48 h. Potency, µM (series often up to 46.1 µM), inactives show top-dose activity, negative = less viability, actives largely listed as cytotoxic. hit rate 1.6% among 360,000. AID 686970, 2013;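 further: NT is the 2HG producing partner of a matched IDH1 knockdown line; potency means the concentration at half of the fitted maximal effect; 0% = DMSO-treated cells and -100% = media-only wells without cells; nearly all actives have a fitted effect of over 55% in size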
#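 Toxicity toward the 2HG-producing NT line was scored as %Activity, normalised to DMSO and no-cell wells, from CellTiter-Glo luminescence after 48 hours' treatment.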
# An asterisk follows results filed as active; i = inactive; ? = inconclusive; · = no result given; & = joins results of further samples; [ ] = remark or other dose. Unless noted, the call rests on the fitted dose curve; in most records, active means well fitted curve in the direction sought with a large enough effect; inconclusive means small, poorly fitted or top-dose-only effect, or another doubt; inactive means no such curve, though single readings can be large; an effect the other way counts as inactive or inconclusive.
SMILES,SW480 rerep,ATXN2 expr inh,KB-3-1 cytotox,IL1B secr inh,MCF10A rerep,HT1080 IDH1KD tx,WRN inhibitor,KB-V1 MDR tox,HT1080-NT tox
O=C(CCN1C(=O)CSc2ccccc21)Nc1ccc(OC(F)(F)F)cc1,-16%,12%,0%,?,16%,11%,-1%,?,5%
COc1ccc(Br)cc1CNC(=O)CCCc1cn(C)c2ccccc12,?,0%,-2%,-9,?,-8%,-4%,0%,-8%
O=C(O)CCn1c(CO)nc2ccccc21,-10%,0%,-6%,13,-12%,14%,10%,21%,0%
COc1ccc(NC(=O)CS(=O)c2ccc(Br)cc2)cc1 (configuration not stated),3%,0%,-4%,-15,27%,19%,6%,-3%,29%
Cn1ncc2c(Nc3ccccc3Br)ncnc21,-2%,0%,5%,-6,18%,6%,-5%,10%,6%
COc1ccc(CNC(=O)CN2C(=O)NC3(CCCCCC3)C2=O)cc1,-7%,0%,9%,19,5%,-1%,1%,5%,5%
O=C(Nc1cccnc1)c1ccc(Br)c(S(=O)(=O)N2CCCC2)c1,-33%[inhibitor],1%,-1%,i,-6%,-16%,-7%,?,-2%
N#C/C(=C\c1ccc(O)c(O)c1)C(=O)N1CCc2ccccc21,?,6%,0%,8,-40%[inhibitor],-30%,18µM*,?,?
O=c1[nH]c2ccccc2nc1/C=C/c1ccc(Cl)cc1,21µM*,-9%,-2%,6,18µM*,13%,?,-2%,20%
CCN1C(=O)[C@H]2[C@@H](c3ccc(-c4cccc(Cl)c4)cc3)N[C@@](CC(C)C)(C(=O)OC)[C@H]2C1=O,3%,6%,?,-27,-9%,10%,11%,?,8%

# Records above shown as hits in SW480 rerep.
SMILES | SW480 rerep | IL1B secr inh | WRN inhibitor
O=c1[nH]c2ccccc2nc1/C=C/c1ccc(Cl)cc1 | 21µM* | 6 | ?

# More results follow:
SMILES,SW480 rerep,ATXN2 expr inh,KB-3-1 cytotox,IL1B secr inh,MCF10A rerep,HT1080 IDH1KD tx,WRN inhibitor,KB-V1 MDR tox,HT1080-NT tox
CCCn1c(CCC(=O)O)nc2cc(S(=O)(=O)N3CCCC3)ccc21,-17%,-4%,6%,-13,-8%,24%,?,24%,24%
O=C(CNC(=O)C(c1ccccc1)c1ccccc1)N/N=C\c1cccc(O)c1,-3%,-8%,-11%,-17,-1%,-2%,7%,18%,-6%
COc1cc(/C=C/C(=O)c2cccc([N+](=O)[O-])c2)cc(OC)c1OC,?,0%,?,-61*,?,?,-13%,?,?
Cc1ccc(/C=C/C(=O)OCC(=O)Nc2ccc3[nH]c(=O)[nH]c3c2)o1,0%,4%,26%,49,1%,3%,-8%,0%,0%
Cc1noc(C)c1COC(=O)c1cc(C)n(-c2ccccc2)c1C,9%,48%[activator],?,?,23%,-18%,-4%,7.3µM*,5%
COc1ccccc1C(=O)Nc1ccc(S(=O)(=O)Nc2cc(C)nc(C)n2)cc1,-13%,8%,-7%,12,-2%,27%,-14%,?,5%
COc1cccc(N2CC(C(=O)Nc3nnc(SCC(=O)Nc4cc(C)on4)s3)CC2=O)c1 (configuration not stated),-7%,9%,0%,12,-1%,3%,-6%,0%,3%
C=CCNC(=O)/C(C#N)=C/c1ccccc1OCc1ccc(C(=O)OC)cc1,24%,·,-3%,-3,4.6µM*,?,-4%,?,?
CN1C(=O)C(O)(CC(=O)/C=C\c2ccc3c(c2)OCO3)c2ccccc21 (configuration not stated),?,-15%,?,-101*,?,?,8%[57.1 µM],-18%,?
CN(C)Cc1c(C(=O)N/N=C/c2cccc(OCc3c(F)cccc3Cl)c2)nnn1-c1nonc1N,?,-21%,?,0,-1%,-1%,2%,?,-1%

# As entered above.
# Cc1ccc(/C=C/C(=O)OCC(=O)Nc2ccc3[nH]c(=O)[nH]c3c2)o1 – KB-V1 MDR tox: 0%
# Cc1noc(C)c1COC(=O)c1cc(C)n(-c2ccccc2)c1C – ATXN2 expr inh: 48%[activator]

# The list continues.
SMILES,SW480 rerep,ATXN2 expr inh,KB-3-1 cytotox,IL1B secr inh,MCF10A rerep,HT1080 IDH1KD tx,WRN inhibitor,KB-V1 MDR tox,HT1080-NT tox
CCSc1nnc(NC(=O)c2nc(-c3ccccc3)n(-c3ccccc3)n2)s1,-9%,7%,-14%,-14,10µM*,12%,-12%,?,?
CC1CC1C(=O)OCC(=O)Nc1cccc(S(=O)(=O)NC2=NCCCCC2)c1 (configuration not stated),1%,0%,8%,-8,-5%,13%,5%,29%,7%
O=C(NCCc1ccccc1)c1cc(-c2ccco2)on1,2%,15%,-13%,0,-20%,-29%,1%,-21%,?
COc1ccccc1CN=Cc1[nH]c2ccc(Br)c(Cl)c2c1O,-14%,7%,-2%,-2,-2%,10%,-16%,3%,5%
COCCn1c(=NC(=O)c2cccs2)sc2cc(NC(C)=O)ccc21,-6%,1%,-13%,8,0%,1%,-6%,-23%,2%
Cc1nc(=S)n(-c2ccccc2)[nH]1,3%,4%,3%,19,1%,0%,-7%,-6%,0%
Cc1cc(C)cc(NC(=O)CCNS(=O)(=O)c2ccc3c(c2)oc(=O)n3C)c1,-7%,12%,14%,20,2%,7%,-8%,?,0%
CC(C)SCc1cc(N2CCCC2)nc(-c2ccccc2)n1,-7%,-6%,-7%,39,0%,14%,0%,-1%,7%
COc1ccc(C(=O)c2c3ccccc3[n+]([O-])n2CCCN)cc1,-5%&-3%,6%&26%,0%&8%,19&22,-6%&-9%,7%&8%,-1%&8%,0%&0%,0%&7%
CN(C)N1C(N)=C(C#N)C(c2ccccc2Cl)C2=C1CCCC2=O (configuration not stated),-10%,17%,3%,6,0%,8%,5%,15%,6%
O=C(NCCN1CCCC1)c1ccc(Cl)cc1Cl,9%,5%,8%,9,?,-6%,1%,18%,1%
CCOC(=O)C(C)n1cnc2scc(-c3ccc(C)c(C)c3)c2c1=O (configuration not stated),1%,-7%,-23%,-7,4%,-3%,1%,-2%,-3%
Cc1nc2c(C)cccn2c1/C(O)=C1\C(=O)C(=O)N(CCN(C)C)C1c1cccs1 (configuration not stated),-4%,4%,-9%,-6,-1%,-3%,-8%,9%,-5%
COc1ccc(C(=O)Nc2nnc([C@@H]3C[C@H](O)[C@@H](CO)O3)s2)cc1,·,15%,0%,16,·,6%,-1%,5%,19%
CCOc1cc(/C=N/NC(=O)C(=O)NCC2CCCO2)ccc1OCC(=O)N1CCOCC1 (configuration not stated),-4%[9.22 µM],6%,18%,-1,-4%,16%,-26%,-3%,13%
CC(=O)N1CCc2cc(Br)cc(S(=O)(=O)NCc3ccc(Cl)cc3)c21,-25%,-6%,3%,11,-1%,-12%,-1%,-25%,3%
O=C(CCn1c(=O)sc2ccccc21)Nc1ccon1,-5%,18%,5%,-11,2%,7%,4%,1%,9%
O=C(c1ccc(Cn2cc([N+](=O)[O-])cn2)o1)N1N=C(C(F)F)CC1(O)C(F)F (configuration not stated),1%,8%,0%,1,-8%,-1%,5%,?,-16%
CCc1nonc1NC(=O)c1oc2ccccc2c1C,-9%,32%,2%&-2%,-5,?,12%,-9%,-27%&-19%,5%
CCCC(=O)NC(c1ccc(OCC)cc1)c1ccc(OC)c(OC)c1 (configuration not stated),-18%,0%,-12%,16,2%,13%,-17%,-9%,7%
CC1=NNC(=O)/C1=C\c1cn(-c2ccccc2)nc1-c1ccccc1,10%,?,?,-104*,3.7µM*,13µM*,3%[57.1 µM],?,16µM*
Oc1cccc(/C=N/Nc2cc(N3CCCC3)nc(N3CCCC3)n2)c1,?,-19%,?,-102*,?,2%,-14%,-20%,2%
O=C(CSc1cn(CCNC(=O)c2cccs2)c2ccccc12)NCC1CCCO1 (configuration not stated),-3%,-9%,-18%,14,-18%,8%,5%,-7%,-3%
COc1ccc(OC)c(/C=C/C(=O)Nc2ccc3c(c2)CCC3)c1,-3%,20%,-2%,-5,13%,-9%,-2%,16µM*,-2%
CC1OC(Oc2c(-c3cc(O)c(O)c(O)c3)oc3cc(O)cc(O)c3c2=O)C(O)C(O)C1O (configuration not stated),-16%,-1%,-11%,14,-13%,-7%,-3%[11.6 µM],-15%,-2%
CCC1CCCCN1C(=O)CSc1nnc(-c2c[nH]c3ccccc23)o1 (configuration not stated),-4%,7%,-6%,-21,1%,-12%,-20%,-29%,-16%
CC(OC(=O)c1cccs1)C(=O)NCc1ccccc1 (configuration not stated),-15%,-5%,24%,0,0%,18%,-3%,4%,7%
CCCCNC(=O)Cn1cnc2c(cnn2-c2ccc(C)cc2)c1=O,-1%,5%,20%,30,-14%,23%,4%,23%,1%
Cc1nn(CC(=O)N2CCC(C)CC2)c(=O)c2nn(-c3ccccc3)c(C)c12,-21%,-1%,8%,-10,1%,6%,-5%,18%,-1%
CN(CC(=O)Nc1ccc2c(c1)OCCO2)CC(=O)Nc1ccc(F)c(F)c1F,10%,3%,-8%,6,1%,-7%,-15%,-14%,-3%
CCOC(=O)CNC(=O)/C=C/c1ccc2c(c1)OCO2,8%,-3%,2%,-4,21%,-28%,1%,?,-3%
Cc1ccc2cc3c(nc2c1)N(Cc1ccco1)CC3,-1%,-10%,10%,41,8%,-8%,-12%,3%,3%
